Screening results: PubChem, The Scripps Research Institute Molecular Screening Center
PAFAH1B3 FP inh: blocks human PAF acetylhydrolase 1B catalytic subunit 3; Q15102; recombinant PAFAH1B3, FP-rhodamine probe, fluorescence polarization; actives 0.28% (n = 340,000); AID 492972; inhibition, % at 3.39 µM;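 active = inhibition above the screen-wide average of all tested compounds plus 3 SD, cut at about 25% in these data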;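 also: 0% = enzyme with DMSO only and 100% = wells lacking PAFAH1B3 protein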
LYPLA1 counter: LYPLA1 (human) inhibition in PME1 counter-screen; inhibition, % at 5.9 µM; recombinant LYPLA1, FP-Rh probe fluorescence polarization; O75608; actives 0.16% (n = 320,000);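 active = inhibition above the mean of all tested compounds plus 3 SD, set per campaign, cut at about 14% in these data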;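 also: inhibitors block serine hydrolase probe labeling of LYPLA1 so polarization falls; 0% = enzyme with DMSO and 100% = wells lacking LYPLA1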
PREPL inh: inhibitors of human prolyl oligopeptidase-like enzyme PREPL | actives 0.68% (n = 320,000) | inhibition, % at 5.96 µM | AID 2751 | recombinant PREPL, fluorescence polarization activity-based probe; in the data active = inhibition above about 43%;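 also: 0% = enzyme with DMSO and 100% = wells lacking enzyme; many of its hits are not listed in these tables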
Target sequence (Q4J6C6 whole entry, looked up): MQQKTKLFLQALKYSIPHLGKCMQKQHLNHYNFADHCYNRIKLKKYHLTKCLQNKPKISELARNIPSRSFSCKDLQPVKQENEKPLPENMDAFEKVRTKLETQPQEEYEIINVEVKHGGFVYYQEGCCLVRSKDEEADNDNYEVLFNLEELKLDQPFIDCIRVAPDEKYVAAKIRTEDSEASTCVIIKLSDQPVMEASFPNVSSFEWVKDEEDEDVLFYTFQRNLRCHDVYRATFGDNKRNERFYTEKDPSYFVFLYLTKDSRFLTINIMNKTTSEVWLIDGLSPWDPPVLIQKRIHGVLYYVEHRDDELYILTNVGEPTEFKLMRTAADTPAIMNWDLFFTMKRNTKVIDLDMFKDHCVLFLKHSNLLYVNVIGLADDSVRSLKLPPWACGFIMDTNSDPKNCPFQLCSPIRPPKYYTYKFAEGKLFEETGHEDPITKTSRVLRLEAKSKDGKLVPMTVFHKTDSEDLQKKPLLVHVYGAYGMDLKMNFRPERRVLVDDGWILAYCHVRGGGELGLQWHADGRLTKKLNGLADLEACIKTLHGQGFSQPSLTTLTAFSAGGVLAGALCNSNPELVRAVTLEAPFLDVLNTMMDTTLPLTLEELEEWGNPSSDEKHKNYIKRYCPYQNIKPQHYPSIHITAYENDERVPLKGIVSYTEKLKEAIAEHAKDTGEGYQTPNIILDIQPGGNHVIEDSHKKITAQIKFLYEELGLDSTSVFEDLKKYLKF
pPAFAH inh: inhibitors of human plasma PAF acetylhydrolase (pPAFAH); recombinant pPAFAH, FP-rhodamine probe fluorescence polarization; Q13093; inhibition, % at 3.39 µM; actives 1.5% (n = 330,000); AID 463082;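 active = inhibition above the mean inhibition across the screen plus 3 SD, cut at about 25% in these data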;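 also: inhibitors block binding of the rhodamine activity-based probe so polarization drops; 0% = enzyme with DMSO and 100% = wells lacking pPAFAH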
PAFAH1B2 FP inh: PAFAH1B2 (human) inhibition. P68402. recombinant PAFAH1B2, FP-rhodamine activity probe, fluorescence polarization. inhibition, % at 3.39 µM. actives 1.2% (n = 340,000). AID 492953;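 active = inhibition above the mean of all tested compounds plus 3 SD, cut at about 24% in these data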;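 also: 0% = enzyme with DMSO and 100% = wells lacking PAFAH1B2; many of its hits are not listed in these tables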
LYPLA2 counter: blocks human lysophospholipase 2, a PME1 counter-screen. O95372. recombinant LYPLA2, FP-Rh probe fluorescence polarization. inhibition, % at 5.9 µM. actives 0.38% (n = 320,000). AID 2177;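 active = inhibition above the screen-wide mean plus 3 SD, limit set per campaign, cut at about 26% in these data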;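 also: 0% = LYPLA2 with DMSO and 100% = wells lacking LYPLA2 enzyme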
PAD4 FP inh: PAD4 (human) enzyme inhibition. recombinant PAD4, RCA probe fluorescence polarization. inhibition, % at 6.36 µM. actives 0.41% (n = 330,000). AID 485272;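 active = percent inhibition above a cutoff equal to the mean of all tested compounds plus 3 SD, cut at about 15% in these data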;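 also: 0% = PAD4 with RCA probe and DMSO and 100% = probe without PAD4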
PME-1 primary: blocks human protein phosphatase methylesterase 1; recombinant PME-1, FP-Rh probe fluorescence polarization; actives 0.53% (n = 320,000); inhibition, % at 5.9 µM;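 active = inhibition above the campaign mean of all compounds plus 3 SD, cut at about 26% in these data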;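 also: competitive labeling of PME-1 active site by serine hydrolase directed probe; 0% = PME-1 with DMSO and 100% = wells lacking PME-1 enzyme; inhibitors block probe labeling so polarization falls and inhibition rises; many of its hits are not listed in these tables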
Target sequence (Q9Y570 whole entry, looked up): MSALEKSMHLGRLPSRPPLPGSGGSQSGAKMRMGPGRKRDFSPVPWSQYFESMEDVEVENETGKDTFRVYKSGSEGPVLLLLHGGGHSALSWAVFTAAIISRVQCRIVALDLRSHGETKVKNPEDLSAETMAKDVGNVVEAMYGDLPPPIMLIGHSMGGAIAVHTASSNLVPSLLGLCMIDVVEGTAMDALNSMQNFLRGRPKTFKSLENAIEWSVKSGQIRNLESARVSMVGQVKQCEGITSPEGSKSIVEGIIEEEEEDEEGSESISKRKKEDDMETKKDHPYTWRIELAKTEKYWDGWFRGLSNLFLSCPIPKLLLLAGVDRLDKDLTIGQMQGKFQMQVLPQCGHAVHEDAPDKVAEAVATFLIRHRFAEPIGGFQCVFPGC
GSTO1 counter: counter-screen for RBBP9 inhibitors: inhibitors of human GSTO1 | actives 1.1% (n = 300,000) | inhibition, % at 5.96 µM | P78417 | recombinant GSTO1, activity-based probe fluorescence polarization | AID 1974;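 active = inhibition above the campaign mean inhibition plus 3 SD, cut at about 35% in these data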;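 also: 0% = GSTO1-1 with DMSO and 100% = wells lacking GSTO1-1 enzyme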
* = called active by the depositor. A portion of the library; rates above refer to the full screens.

For Cc1ccc(N=Cc2cc3c(cc2O)OC(N)=C(C#N)C3c2ccccc2)cc1 (configuration not stated) the results were PAFAH1B3 FP inh 9, LYPLA1 counter 1, PREPL inh 0, pPAFAH inh 11, PAFAH1B2 FP inh -1, LYPLA2 counter 8, PAD4 FP inh -3, PME-1 primary -1 and GSTO1 counter 9.
Screening O=[N+]([O-])c1ccc(O)c(/C=N/n2cnnc2)c1 returned PAFAH1B3 FP inh 0, LYPLA1 counter -2, PREPL inh -1, pPAFAH inh 7, PAFAH1B2 FP inh 0, LYPLA2 counter -1, PAD4 FP inh -1, PME-1 primary 1 and GSTO1 counter 2.
`CCCCC(O)(CCCC)C(=O)NN(C(=O)c1cccnc1Cl)c1ccccc1` gave PAFAH1B3 FP inh 1, LYPLA1 counter 0, PREPL inh -4, pPAFAH inh -3, PAFAH1B2 FP inh 1, LYPLA2 counter 2, PAD4 FP inh 0, PME-1 primary -1 and GSTO1 counter 6.
For CCOC(=O)c1[nH]ncc1CN1CCCC(C(=O)c2ccc(SC)cc2)C1 (configuration not stated) the results were PAFAH1B3 FP inh 2, LYPLA1 counter -2, PREPL inh -6, pPAFAH inh -2, PAFAH1B2 FP inh -6, LYPLA2 counter -2, PAD4 FP inh -1, PME-1 primary 3 and GSTO1 counter 2.
For O=C(CSc1nc2ccccc2c(=O)n1NC(=O)c1ccccc1)c1ccc(Cl)cc1 the results were PAFAH1B3 FP inh -5, LYPLA1 counter -9, PREPL inh -10, pPAFAH inh 8, PAFAH1B2 FP inh 17, LYPLA2 counter -7, PAD4 FP inh -2, PME-1 primary -5 and GSTO1 counter -2.
`CCN(CC1COc2ccccc2O1)C(=O)CN1C(=O)NC(C)(c2ccc(C)cc2)C1=O` (configuration not stated) gave PAFAH1B3 FP inh 4, LYPLA1 counter -1, PREPL inh -24, pPAFAH inh 4, PAFAH1B2 FP inh -2, LYPLA2 counter 8, PAD4 FP inh 5, PME-1 primary -5 and GSTO1 counter 15.
`CCCS(=O)(=O)N1CCN(C(=O)c2ccco2)CC1` gave PAFAH1B3 FP inh 7, LYPLA1 counter -6, PREPL inh 1, pPAFAH inh -3, PAFAH1B2 FP inh -1, LYPLA2 counter -2, PAD4 FP inh -1, PME-1 primary -5 and GSTO1 counter 2.
For CCOC(=O)c1cnc2c(Cl)cccc2c1NCCN(C)C the results were PAFAH1B3 FP inh 5, LYPLA1 counter 2, PREPL inh 2, pPAFAH inh 5, PAFAH1B2 FP inh 2, LYPLA2 counter 2, PAD4 FP inh 1, PME-1 primary -4 and GSTO1 counter -4.
O=C(c1cnc2n(c1=O)CCS2)N1CCN(c2ccccc2F)CC1 was read as PAFAH1B3 FP inh 1, LYPLA1 counter -5, PREPL inh -1, pPAFAH inh 2, PAFAH1B2 FP inh -4, LYPLA2 counter 1, PAD4 FP inh 4, PME-1 primary -8 and GSTO1 counter 7.
`Fc1ccc(CNc2cnccn2)cc1` gave PAFAH1B3 FP inh 5, LYPLA1 counter -6, PREPL inh 3, pPAFAH inh -7, PAFAH1B2 FP inh 3, LYPLA2 counter -13, PAD4 FP inh -2, PME-1 primary 1 and GSTO1 counter 5.
COc1ncccc1C(=O)N1CCCC(C(=O)c2cc(F)ccc2F)C1 (configuration not stated) was read as PAFAH1B3 FP inh -2, LYPLA1 counter 5, PREPL inh 11, pPAFAH inh 5, PAFAH1B2 FP inh 4, LYPLA2 counter -1, PAD4 FP inh -1, PME-1 primary 4 and GSTO1 counter 4.
`CCCc1n[nH]c2c1C(=O)CC(C)(C)C2` gave PAFAH1B3 FP inh 1, LYPLA1 counter 0, PREPL inh 5, pPAFAH inh -9, PAFAH1B2 FP inh 3, LYPLA2 counter -6, PAD4 FP inh -2, PME-1 primary 0 and GSTO1 counter -5.
O=C(c1cc2ccccc2o1)N1CCN(S(=O)(=O)c2c(F)cccc2F)CC1 was read as PAFAH1B3 FP inh 3, LYPLA1 counter -1, PREPL inh 17, pPAFAH inh 3, PAFAH1B2 FP inh -1, LYPLA2 counter 0, PAD4 FP inh -4 and PME-1 primary 6.
Screening CCOc1cc(C(=S)N2CCOCC2)ccc1OS(=O)(=O)c1ccccc1[N+](=O)[O-] returned PAFAH1B3 FP inh 0, LYPLA1 counter -3, PREPL inh 1, pPAFAH inh 3, PAFAH1B2 FP inh 2, LYPLA2 counter -2, PAD4 FP inh 0, PME-1 primary 5 and GSTO1 counter -1.
Screening COc1c2ccc(C(=O)NCc3cc(C(F)(F)F)cc(C(F)(F)F)c3)cc2nn1C returned PAFAH1B3 FP inh 8, LYPLA1 counter -1, PREPL inh 4, pPAFAH inh 9, PAFAH1B2 FP inh 5, LYPLA2 counter -4, PAD4 FP inh -7, PME-1 primary 2 and GSTO1 counter 5.
Screening COCCCn1c(SCC(=O)N2CCc3ccccc32)nnc1-c1ccoc1C returned PAFAH1B3 FP inh 8, LYPLA1 counter 2, PREPL inh 14, pPAFAH inh 3, PAFAH1B2 FP inh 5, LYPLA2 counter 6, PAD4 FP inh -4, PME-1 primary -1 and GSTO1 counter 5.
`Cc1ccc(N(CC(=O)NC(C)(C)C)C(=O)CS(=O)CC(=O)Nc2ccc(F)cc2)cc1` (configuration not stated) gave PAFAH1B3 FP inh 2, LYPLA1 counter -1, PREPL inh 19, pPAFAH inh -5, PAFAH1B2 FP inh 13, LYPLA2 counter -3, PAD4 FP inh 2, PME-1 primary 1 and GSTO1 counter 16.
CC(NC(=O)c1cnccn1)c1ccc(S(N)(=O)=O)cc1 (configuration not stated) was read as PAFAH1B3 FP inh -1, LYPLA1 counter 1, PREPL inh -3, pPAFAH inh 6, PAFAH1B2 FP inh 3, LYPLA2 counter 2, PAD4 FP inh -6, PME-1 primary 1 and GSTO1 counter 8.
For CC(=O)c1ccc(OC(C)C)c(CN2CCCCC2)c1 the results were PAFAH1B3 FP inh 4, LYPLA1 counter 0, PREPL inh 6, pPAFAH inh -5, PAFAH1B2 FP inh 1, LYPLA2 counter 2, PAD4 FP inh 0, PME-1 primary -4 and GSTO1 counter 2.
Screening O=C(Cn1c(=O)oc2cccnc21)Nc1ccc(C(F)(F)F)cc1 returned LYPLA1 counter 0, PREPL inh 9, pPAFAH inh 1, LYPLA2 counter 7, PAD4 FP inh 5, PME-1 primary 4 and GSTO1 counter 8.
For CCN(CC)S(=O)(=O)c1ccc(NC(=O)CSc2nnc(-c3ccc(F)cc3)o2)cc1 the results were PAFAH1B3 FP inh 6, LYPLA1 counter -3, PREPL inh 3, pPAFAH inh -6, PAFAH1B2 FP inh -2, LYPLA2 counter -3, PAD4 FP inh -2, PME-1 primary 4 and GSTO1 counter -4.
COc1cc(/C=N/NC(=O)CN(Cc2ccccc2)S(=O)(=O)c2ccc3c(c2)OCCO3)ccc1O was read as PAFAH1B3 FP inh -2, LYPLA1 counter -5, PREPL inh -4, pPAFAH inh 17, PAFAH1B2 FP inh 3, LYPLA2 counter -4, PAD4 FP inh -3, PME-1 primary 2 and GSTO1 counter 4.
`Cc1ccc2c(c1)N(CC(=O)NC1CCCC1)C(=O)C(C)O2` (configuration not stated) gave PAFAH1B3 FP inh -3, LYPLA1 counter 4, PREPL inh 8, pPAFAH inh -8, PAFAH1B2 FP inh 0, LYPLA2 counter 2, PAD4 FP inh -5, PME-1 primary -10 and GSTO1 counter 15.
For CCOC(=O)c1[nH]c(C)c(C(=O)NC(C)(C)C)c1C the results were PAFAH1B3 FP inh 11, LYPLA1 counter -3, PREPL inh -1, pPAFAH inh 1, PAFAH1B2 FP inh 2, LYPLA2 counter 0, PAD4 FP inh -5, PME-1 primary -5 and GSTO1 counter 3.
`CCOC(=O)CCSc1nc(C)c2cc(OC)ccc2n1` gave PAFAH1B3 FP inh -4, LYPLA1 counter 1, PREPL inh 16, pPAFAH inh 3, PAFAH1B2 FP inh 4, LYPLA2 counter 2, PAD4 FP inh 1, PME-1 primary -1 and GSTO1 counter 6.
Screening CNC(=O)Nc1ccc(Cn2cc(C(F)(F)F)ccc2=O)cc1 returned PAFAH1B3 FP inh 4, LYPLA1 counter 0, PREPL inh -4, pPAFAH inh 2, PAFAH1B2 FP inh 6, LYPLA2 counter -5, PAD4 FP inh -1, PME-1 primary 2 and GSTO1 counter 0.
`CC(=O)Nc1ccc([C@H]2[C@H](C)CC[C@H]3C(=O)N4[C@@H](CC[C@@H](C)[C@@H]4c4ccc(NC(C)=O)cc4)C(=O)N32)cc1` gave LYPLA1 counter -2, PREPL inh 5, pPAFAH inh 4, LYPLA2 counter -3, PAD4 FP inh -3, PME-1 primary 1 and GSTO1 counter -8.
O=C(CSc1n[nH]c(=O)[nH]c1=O)N/N=C/C=C/c1ccccc1 was read as PAFAH1B3 FP inh -5, LYPLA1 counter 0, PREPL inh -11, pPAFAH inh 5, PAFAH1B2 FP inh 6, LYPLA2 counter 6, PAD4 FP inh 1, PME-1 primary -1 and GSTO1 counter 17.
Screening CCNc1sc(S(C)(=O)=O)nc1S(=O)(=O)c1ccc(Cl)cc1 returned PAFAH1B3 FP inh 5, LYPLA1 counter 0, PREPL inh 2, pPAFAH inh 0, PAFAH1B2 FP inh 4, LYPLA2 counter 2, PAD4 FP inh -3, PME-1 primary 1 and GSTO1 counter -5.
For COc1ccc(CN2CCOCC2)cc1Br the results were PAFAH1B3 FP inh -1, LYPLA1 counter -1, PREPL inh -5, pPAFAH inh 0, PAFAH1B2 FP inh 0, LYPLA2 counter 2, PAD4 FP inh 3, PME-1 primary -6 and GSTO1 counter 4.
For S=c1[nH]ncn1NCc1ccc(Cl)cc1Cl the results were PAFAH1B3 FP inh 7, LYPLA1 counter 0, PREPL inh 8, pPAFAH inh -1, PAFAH1B2 FP inh 9, LYPLA2 counter 1, PAD4 FP inh -5, PME-1 primary -2 and GSTO1 counter 14.
Screening Cc1ccc2[nH]c(=O)c(CN(Cc3ccco3)C(=O)N3CCOCC3)cc2c1 returned PAFAH1B3 FP inh 2, LYPLA1 counter -3, PREPL inh 5, pPAFAH inh -1, PAFAH1B2 FP inh 1, LYPLA2 counter -4, PAD4 FP inh 5, PME-1 primary -1 and GSTO1 counter 5.
`Cc1cccc(C)c1N1C(=O)c2cccc([N+](=O)[O-])c2C1=O` gave PAFAH1B3 FP inh 5, LYPLA1 counter 0, PREPL inh 1, pPAFAH inh 5, PAFAH1B2 FP inh 1, LYPLA2 counter 1, PAD4 FP inh -5, PME-1 primary -1 and GSTO1 counter -4.
O=C1c2ccccc2C(=O)N1CCCCN(C(=O)c1cc([N+](=O)[O-])cc([N+](=O)[O-])c1)c1ccc(Cl)cc1 was read as PAFAH1B3 FP inh 4, LYPLA1 counter -5, PREPL inh 5, pPAFAH inh 2, PAFAH1B2 FP inh 4, LYPLA2 counter -5, PAD4 FP inh -4, PME-1 primary -1 and GSTO1 counter 1.
Screening COCCCNS(=O)(=O)c1ccc(OC)c(Cl)c1Cl returned PAFAH1B3 FP inh 8, LYPLA1 counter -2, PREPL inh -1, pPAFAH inh 0, PAFAH1B2 FP inh 1, LYPLA2 counter 2, PAD4 FP inh 0, PME-1 primary -15 and GSTO1 counter -4.
`CN(C)Cc1c(C(=O)N/N=C/c2cccc(OCc3ccccc3)c2)nnn1-c1nonc1N` gave PAFAH1B3 FP inh 3, LYPLA1 counter -4, PREPL inh 3, pPAFAH inh 1, PAFAH1B2 FP inh 1, LYPLA2 counter 5, PAD4 FP inh -2, PME-1 primary 2 and GSTO1 counter -2.
